# FBW7 act: FBW7 E3 ligase activators, primary screen, biochemical, AlphaScreen, human; AlphaScreen FBW7–phospho-cyclin E peptide binding, activator screen; AID 1259310, 2017; normalized activity (activation), % at 26.1 µM; actives 0.13% (n = 650,000); in the data active = normalized activity above about 1.9%;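 also: purified mutant Fbw7 with reduced substrate affinity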
# Target sequence (Q969H0 whole entry, looked up): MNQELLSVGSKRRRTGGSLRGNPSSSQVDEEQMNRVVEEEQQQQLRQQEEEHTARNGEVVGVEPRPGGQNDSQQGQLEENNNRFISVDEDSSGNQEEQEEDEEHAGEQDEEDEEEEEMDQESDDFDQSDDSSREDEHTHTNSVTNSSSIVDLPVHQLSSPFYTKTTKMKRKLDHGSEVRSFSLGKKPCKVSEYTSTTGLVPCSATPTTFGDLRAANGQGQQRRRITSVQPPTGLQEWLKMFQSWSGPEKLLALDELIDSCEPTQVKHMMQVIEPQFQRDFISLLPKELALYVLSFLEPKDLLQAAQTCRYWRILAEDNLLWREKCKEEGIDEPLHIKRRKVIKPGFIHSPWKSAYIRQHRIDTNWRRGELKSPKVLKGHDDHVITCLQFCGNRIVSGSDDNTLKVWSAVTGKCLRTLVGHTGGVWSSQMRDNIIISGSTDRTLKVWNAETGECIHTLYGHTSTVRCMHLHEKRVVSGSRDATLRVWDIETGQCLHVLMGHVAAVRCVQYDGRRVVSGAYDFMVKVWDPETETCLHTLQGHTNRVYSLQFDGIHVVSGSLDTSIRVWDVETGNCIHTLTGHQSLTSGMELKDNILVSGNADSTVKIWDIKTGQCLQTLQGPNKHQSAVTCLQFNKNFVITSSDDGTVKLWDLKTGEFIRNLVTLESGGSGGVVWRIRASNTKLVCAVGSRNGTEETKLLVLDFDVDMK
# GPR151 ag: activators of human GPR151, primary screen, cell-based, PathHunter beta-arrestin, luminescence; G-protein coupled receptor 151 (Homo sapiens), Q8TDV0; PathHunter beta-arrestin GPR151 cells; actives 1% (n = 650,000); activation, % at 11.2 µM; in the data active = activation above about 4.9%;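 also: 0% = median of compound wells and 100% = cells with positive control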
# Target sequence (Q8TDV0 whole entry, looked up): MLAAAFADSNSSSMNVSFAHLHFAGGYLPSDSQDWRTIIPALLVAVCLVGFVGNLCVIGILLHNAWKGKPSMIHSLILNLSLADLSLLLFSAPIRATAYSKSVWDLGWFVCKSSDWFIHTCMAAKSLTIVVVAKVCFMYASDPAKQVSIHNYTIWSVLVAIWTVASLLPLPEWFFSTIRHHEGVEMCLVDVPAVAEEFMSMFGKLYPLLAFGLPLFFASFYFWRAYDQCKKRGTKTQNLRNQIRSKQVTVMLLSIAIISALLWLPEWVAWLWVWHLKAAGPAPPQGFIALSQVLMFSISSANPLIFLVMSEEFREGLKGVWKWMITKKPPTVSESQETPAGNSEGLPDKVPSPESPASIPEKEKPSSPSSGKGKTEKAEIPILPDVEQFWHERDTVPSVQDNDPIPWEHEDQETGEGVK
# TEAD-YAP block: TEAD-YAP interaction inhibition, primary screen, TEAD-YAP interaction inhibitor project, luminescence, HEK-TIYL cells; inhibition, % at 9.12 µM; TEAD-Gal4/YAP UAS-luciferase luminescence; AID 1259422, 2018; actives 1.4% (n = 640,000); in the data active = inhibition above about 32%;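 also: 0% = median of test compound wells and 100% = reference inhibitor wells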
# MITF primary: MITF inhibitors, primary screen, biochemical, AlphaScreen, human | Microphthalmia-associated transcription factor (Homo sapiens), O75030 | AlphaScreen MITF homodimerization, bead proximity signal | inhibition, % at 2.6 µM | actives 0.91% (n = 650,000) | AID 1259374, 2018; in the data active = inhibition above about 50%;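 also: 0% = vehicle wells with protein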
# Starred values were filed as active, the others as inactive.
SMILES,FBW7 act,GPR151 ag,TEAD-YAP block,MITF primary
COc1cccc(CNC(=O)Cn2ncc3ccc(C)cc32)c1,0.0,1.2,-4.7,-3.3
COc1ccc(/C=C(/NC(=O)c2ccccc2)C(=O)Nc2ccc(C(C)=O)cc2)cc1,0.0,0.8,6.5,0.9
N#Cc1ccccc1OCC(=O)NCC1(N2CCCCC2)CCCCC1,0.1,-1.5,-4.8,8.6
CCOc1ccc(-n2nc3ccc(NC(=S)NC(=O)c4oc5ccccc5c4C)cc3n2)cc1,0.2,0.6,2.0,-3.6
CCCOc1ccc(/C=N/NC(=O)c2ccco2)cc1,0.0,-6.6,-20.3,-2.6
Cc1nn2c(-c3ccncc3)nnc2c2ccccc12,-0.1,0.2,-5.8,14.3
C=CCOC(=O)/C(=C\c1cccc2ccccc12)NC(=O)c1ccccc1,0.1,0.5,-14.1,-1.4
Cc1ccc2c(C)nc(SCc3ccc(Cl)cc3)nc2c1,0.3,2.2,6.4,-1.5
O=C(Nc1cc(F)ccc1F)c1nc2ncccn2n1,-0.1,-1.3,-27.1,6.5
CCc1cccc(NC(=O)CSC2=NS(=O)(=O)c3ccccc32)c1,0.1,0.6,4.5,-0.8
O=C(Cn1cnc2ccccc2c1=O)Nc1ccc(-c2nnc3n2CCCCC3)cc1,-0.3,-0.1,-9.5,-4.0
Cn1nc(C(=O)N2CCN(C(c3ccccc3)c3ccccc3)CC2)c2ccccc2c1=O,-0.2,0.3,-0.8,-8.3
Cc1cccc(-c2nc(NCc3ccc4c(c3)OCO4)c3ccccc3n2)c1,-0.1,1.2,2.4,6.0
CCN(CC)c1ccc(/C=C2/C(=O)N(C)C(=S)N2C)cc1,0.1,0.3,-2.1,20.4
CC1=C(C(=O)Nc2cccc(C(F)(F)F)c2)C(c2ccsc2)C2=C(CCCC2=O)N1 (stereo not given),0.0,0.7,0.2,-0.6
COC(=O)c1ccc(OCc2ccc([N+](=O)[O-])cc2)cc1,0.1,0.3,-15.1,10.0
CCC1CCCCN1CCCNC(=O)CCCN1C(=O)COc2ccc(C)cc21 (stereo not given),-0.1,-0.6,1.0,-0.1
COc1cc(NC(=O)c2c(C)cc3ccccn23)cc(OC)c1OC,0.1,7.3*,0.0,18.1
COc1ccccc1NC(=O)C1Sc2nnc(C)n2NC1c1ccc(C)cc1 (stereo not given),-0.1,-0.6,-2.8,0.5
O=C(c1cc2nc(-c3ccc(Br)cc3)cc(C(F)(F)F)n2n1)N(Cc1ccccc1)c1ccccc1,0.0,0.3,2.8,-7.7
C=CCN1C(=O)SC(CC(=O)Nc2ccccc2)C1=O (stereo not given),0.0,0.0,1.1,-4.9
O=C1/C(=C/c2ccc(-c3ccc([N+](=O)[O-])cc3)o2)C=C(c2ccccc2)N1c1ccccc1Cl,-0.2,0.2,0.1,10.2
CCOC(=O)c1c(C)oc2ccc(NS(=O)(=O)c3ccc(C)c([N+](=O)[O-])c3)cc12,0.0,-0.1,3.2,4.5
O=C1NCC(c2ccccc2)C1C(=O)N/N=C\c1cccnc1 (stereo not given),-0.1,-0.7,3.0,-5.8
COc1ccccc1NC(=O)C1=C(C)NC(=O)NC1c1ccc(Cl)cc1 (stereo not given),-0.1,1.0,-2.4,5.2
CCN1CCN(CCCN(Cc2ccco2)C(=S)Nc2cccc(Cl)c2C)CC1,0.3,-0.5,-3.5,19.3
Cc1cc(C)nc(Oc2ccc(NC(=O)CCl)cc2)n1,-0.2,0.3,6.5,-7.2
COc1ccccc1CCC(=O)Nc1ccc2c(c1)CN(CCCn1cccn1)CC2,0.0,-0.8,-5.9,-11.4
CSc1ccccc1C(=O)NCc1c(C)ncc2c1CCN(C(=O)c1occc1C)C2,0.1,2.0,9.5,-0.1
Cc1ccc(NC(=O)N2CCN(c3ccccn3)CC2)cc1,0.1,0.0,3.6,9.0

# Compounds shown so far with a CF3 group, in the order listed:
SMILES,FBW7 act,GPR151 ag,TEAD-YAP block,MITF primary
CC1=C(C(=O)Nc2cccc(C(F)(F)F)c2)C(c2ccsc2)C2=C(CCCC2=O)N1 (stereo not given),0.0,0.7,0.2,-0.6
O=C(c1cc2nc(-c3ccc(Br)cc3)cc(C(F)(F)F)n2n1)N(Cc1ccccc1)c1ccccc1,0.0,0.3,2.8,-7.7

# Quoted at random: 2 records from the list, in no set order.
SMILES,FBW7 act,GPR151 ag,TEAD-YAP block,MITF primary
C=CCN1C(=O)SC(CC(=O)Nc2ccccc2)C1=O (stereo not given),0.0,0.0,1.1,-4.9
COc1ccccc1NC(=O)C1=C(C)NC(=O)NC1c1ccc(Cl)cc1 (stereo not given),-0.1,1.0,-2.4,5.2

# New compounds follow.
SMILES,FBW7 act,GPR151 ag,TEAD-YAP block,MITF primary
CCN(Cc1ccccc1)C(=O)/C=C/c1ccccc1[N+](=O)[O-],-0.1,-0.9,-1.9,14.5
CCc1ccc(C23OC(=O)C(C)(C)C2OC(=O)C3(C)C)cc1 (stereo not given),0.1,-0.6,-2.3,4.0
Cc1ccc(CNC(=O)c2cc(S(=O)(=O)N3CCCCC3)c[nH]2)cc1,0.0,2.3,-2.4,-2.5
O=C(CCCCCn1c(=S)[nH]c2ccsc2c1=O)NC1CC1,0.1,-0.4,2.3,-0.7
CC(=O)c1c(C)oc2ccc(N(C(=O)c3ccc([N+](=O)[O-])cc3)S(=O)(=O)c3ccc4ccccc4c3)cc12,0.2,0.2,0.1,24.4
CC(NC(=O)CN1C(=O)NC2(CCCCC2C)C1=O)c1ccccc1 (stereo not given),0.0,-0.3,7.3,-2.2
COc1ccc(C(=O)NC2CC2)cc1OC1CCN(Cc2cnc(SC)nc2)CC1,0.1,-1.2,15.7,5.9
COC(=O)c1ccsc1NC(=O)Cc1ccccc1,0.0,-1.4,-7.0,8.9
Cc1nc(-c2cc(C)n(-c3ccccc3)c2C)cs1,0.7,0.1,-3.8,6.4
O=C(CSc1nnc(CNC(=O)c2cccs2)n1-c1cccc(C(F)(F)F)c1)Nc1ccccc1F,0.0,-0.6,-7.2,3.7
O=C1CCCN1CCn1cnc2c(NC3CC3)nc(N3CCN(c4ccccn4)CC3)nc21,0.0,0.9,8.4,3.3
COc1ccccc1NCC(=O)N/N=C/c1cc(Cl)ccc1O,0.0,-0.3,14.4,6.6
Cc1ccc(CSCC(=O)Nc2ccccc2)cc1,0.0,0.7,-21.9,-12.3
Cc1ccc(-n2cc(-c3ccccc3)c3c(NCCC4=CCCCC4)ncnc32)cc1Cl,0.1,-0.1,-2.0,7.2
Cc1cc(C)c2c(-n3cccc3)c(C(=O)NCCCN3CCOCC3)sc2n1,-0.2,-0.3,2.6,8.2
COc1ccc(Br)cc1/C=N/NC(=O)C(=O)N1CCCCC1,0.8,-0.3,7.5,21.9
COCC(C)NC(=O)c1ccc(C)c([N+](=O)[O-])c1 (stereo not given),0.0,1.3,-0.5,-5.9
CCOC(=O)c1cnc2ccc(OC)cc2c1Nc1cccc(C)c1C,-0.1,0.5,1.7,-1.9
Cc1ccc(NC(=O)Cc2ccc([N+](=O)[O-])cc2)c(Br)c1,-0.2,-1.3,-1.5,-6.3
CC(C)CCOC(=O)c1ccc(N2C(=O)c3cc(Cl)c(Cl)cc3C2=O)cc1,0.1,0.3,-5.8,13.2
CC(=O)c1ccc(N2CCN(C(=O)CN3C(=O)C4C5C=CC(C5)C4C3=O)CC2)cc1 (stereo not given),0.1,-0.8,2.8,12.0
CCOC(=O)C(C)Oc1ccc2c(=O)c(-c3csc(C)n3)coc2c1 (stereo not given),0.0,-3.0,-47.5,10.4
Cc1ccc2oc(=O)c3cnn(CC(=O)Nc4cc(-c5ccccc5)[nH]n4)c3c2c1,1.3,-0.2,-2.2,7.7
CS(=O)(=O)N1CCN(C(=S)NCC2CCCO2)CC1 (stereo not given),0.2,-0.5,0.9,17.4
CCOC(=O)C1=C(C)NC2=C(C(=O)CC(c3ccc(OC)c(OC)c3)C2)C1c1cccc(C)c1 (stereo not given),0.2,1.4,28.7,7.0
CCOc1ccccc1C(=O)N/N=C/c1cccc([N+](=O)[O-])c1,0.4,-0.9,7.5,12.2
COc1cc(/C=N/N2C(C)CCCC2C)cc(Br)c1O (stereo not given),-0.2,8.2*,0.9,-12.1
CCCCC(=O)Nc1ccc(N2CCOCC2)c(Cl)c1,0.0,-0.2,-24.0,9.4
O=C(Cc1ccc(Br)cc1)N1CCCC(Nc2cccc3cnccc23)C1 (stereo not given),-0.5,0.4,12.5,12.9
COc1ccccc1N1C(=O)C2C(C1=O)C1C=CC2C12CC2 (stereo not given),0.0,-0.6,-4.9,-11.6
COc1ccc(C(=O)/C=C/Nc2ccccn2)cc1,-0.1,-7.2,53.5*,24.7
CCCCCSc1nc(N2CCOCC2)c2c(c1C#N)CCCC2,0.2,1.2,-2.9,-8.0
O=C(O)c1cc(NCc2cccc3ccccc23)ccc1N1CCOCC1,-0.1,-1.9,5.5,-15.4
CCOC(=O)c1sc(Nc2cccc(Cl)c2C)nc1C,0.1,1.0,-7.7,8.5
COc1ccc(NC(=O)C2CCCCC2C(=O)O)cc1OC (stereo not given),0.3,0.8,2.0,6.3
CCN(CC)c1ccc(/C=N/NC(=O)Cn2nnc3ccccc32)cc1,0.0,0.0,-0.3,11.2
CCn1c(SCC#N)nc2sc3c(c2c1=O)CCCC3,-0.3,-0.8,-32.6,0.6
COC(=O)c1ccc(Oc2nc3c(c(=O)n(C)c(=O)n3C)n2Cc2ccc(F)cc2Cl)cc1,0.0,3.2,5.6,7.5
CC(C)n1c(Nc2ccc(N3CCOCC3)cc2)nc2c(NC3CCN(Cc4ccccc4)CC3)ncnc21,-0.1,2.6,15.6,6.6
CCN1CCN(C(c2cccs2)C(C)NC(=O)c2ccc(N(C)C)cc2)CC1 (stereo not given),-0.1,-0.4,1.1,6.7
N#CC1=C(N)Oc2c(oc(CO)cc2=O)C1c1ccc(Br)s1 (stereo not given),0.0,0.2,-1.6,5.8
O=S(Cc1cc(Cl)nc(-c2ccccn2)n1)c1ccc(Cl)cc1 (stereo not given),-0.5,-0.9,-0.2,5.4
Cc1ccnc(-n2cccc2CN2CCc3c(nc(C)[nH]c3=O)C2)c1,0.5,0.7,6.3,-9.2
CCCc1cc(C(=O)Nc2ccccc2C(F)(F)F)no1,-0.1,-1.0,-3.7,7.1
O=C(/C=C\Nc1ccc([N+](=O)[O-])cc1Br)c1ccc2c(c1)OCO2,0.0,0.1,-8.9,-1.3
CCOC(=O)c1ccccc1NC(=O)c1sc2ncn(CC(=O)Nc3ccccc3OC)c(=O)c2c1C,0.0,0.7,-6.9,-9.0
Cc1nnc(NC(=O)CSc2nnc(-c3ccoc3C)n2-c2cccc(C)c2C)s1,0.2,0.1,-2.8,23.0
COc1cccc(/C=N/NC(=O)CNC(=O)C(c2ccccc2)c2ccccc2)c1O,0.0,0.7,22.4,14.1
O=C(NCc1ccccc1)C1C2CCCCC21 (stereo not given),-0.1,1.6,-22.3,-1.5
CCOC(=O)c1c(NC(=O)c2ccc([N+](=O)[O-])o2)sc2c1CCN(C(=O)OCC)C2,0.0,1.4,16.8,-0.4
COc1cc(/C=N/NC(=O)CCC(=O)NC2CCCCC2)ccc1C,0.7,0.2,-5.2,-4.0
N#Cc1cn(CC(=O)NCCOc2ccc(Cl)cc2)c2ccccc12,-0.2,0.0,4.8,7.7
CC(C)COc1ccc(/C=C2\NC(=S)NC2=O)cc1,0.0,-0.2,9.3,-0.4
CCc1ccccc1N1C(=O)CC(SCC(=O)Nc2ccc(F)cc2)C1=O (stereo not given),-0.1,1.8,7.1,-6.1
O=C(CSCc1ccccc1)Nc1ccccc1C(=O)Nc1ccc(C(=O)O)cc1,-0.1,-1.3,5.6,-7.7
O=C(NCc1ccco1)c1cc(Br)ccc1Cl,-0.1,0.3,-7.0,-1.9
Cc1cccc(NC(=O)C2CCCN(S(=O)(=O)c3c(C)noc3C)C2)c1 (stereo not given),-0.1,-1.1,-11.3,-3.4
COc1ccc(N=Cc2ccccc2C)cc1,0.7,-1.4,13.0,13.6
CSc1nnc(SC)nn1,0.1,0.0,-2.6,-6.7
CCS(=O)(=O)N1CCCc2cc(NS(=O)(=O)Cc3ccc(C)cc3)ccc21,0.0,-0.2,4.7,5.8

# Only TEAD-YAP block, MITF primary and FBW7 act, for some of the entries so far:
structure	TEAD-YAP block	MITF primary	FBW7 act
Cc1ccc(CSCC(=O)Nc2ccccc2)cc1	-21.9	-12.3	0.0
Cc1nnc(NC(=O)CSc2nnc(-c3ccoc3C)n2-c2cccc(C)c2C)s1	-2.8	23.0	0.2

# (further entries)
SMILES,FBW7 act,GPR151 ag,TEAD-YAP block,MITF primary
FC(F)(F)c1cnc(SCc2cn3ccsc3n2)c(Cl)c1,0.0,0.6,-34.9,3.6
Cc1cc(OCCN2CCOCC2)nc(NCc2ccccc2)n1,0.7,-0.7,0.9,14.3
COc1cccc(-c2nnc(-c3ccc(C)o3)o2)c1,0.2,-3.8,23.8,8.7
CCOc1ccccc1N(C)C(=O)Cc1noc2ccccc12,0.4,-1.3,8.1,-7.0
CCCCNC(=O)CC(=O)Nc1ccc2nc3n(c(=O)c2c1)CCCCC3,0.7,-0.6,-5.4,17.9
CCOc1cc(C=C2C(=O)N(C)C(=O)N(C)C2=O)ccc1O,0.0,0.9,20.9,11.2
CC(=O)c1ccc(NC(=O)COC(=O)CC23CC4CC(CC(C4)C2)C3)cc1,-0.2,-0.7,16.3,-1.3
CSc1nnc2c(n1)OC(c1ccc(Br)cc1)Nc1ccccc1-2 (stereo not given),-0.2,-0.2,6.2,-2.5
O=c1c(Cl)c(N2CCCCC2)cnn1-c1ccccc1,-0.1,-0.3,-37.2,-8.5
CCN(CC)C(=O)CN(c1cc(C)ccc1OC)S(=O)(=O)c1ccccc1,0.0,-1.2,-4.2,-4.2

# Screens from PubChem BioAssay.
